# HTR5A ag ctr: HTR5A agonism, opioid heterodimer counter-screen. HTR5A agonist assay, luminescence, cell-based. 340,000 compounds, 0.61% hits. AID 504692. activation, % at 9.3 µM. P47898; in the data active = activation mostly above about 9.5%, no sharp cut-off; inactive = mostly below about 7.6%;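 also: 0% = cells with vehicle only and 100% = reference agonist; strong numbers were not always called active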
# Target sequence (P47898 whole entry, looked up): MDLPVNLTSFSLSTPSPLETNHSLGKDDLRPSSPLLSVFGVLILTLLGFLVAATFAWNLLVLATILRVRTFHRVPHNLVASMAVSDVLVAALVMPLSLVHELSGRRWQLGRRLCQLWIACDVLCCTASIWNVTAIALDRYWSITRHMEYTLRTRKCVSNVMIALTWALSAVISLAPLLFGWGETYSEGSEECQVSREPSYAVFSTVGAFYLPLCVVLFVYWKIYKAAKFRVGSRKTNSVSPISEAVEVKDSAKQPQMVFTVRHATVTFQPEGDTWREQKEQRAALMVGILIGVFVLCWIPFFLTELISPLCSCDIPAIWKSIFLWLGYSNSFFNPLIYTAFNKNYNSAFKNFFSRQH
# OPRM1-OPRD1 inv: inverse agonists of human mu-delta opioid receptor heterodimerization; AID 504357; 340,000 compounds, 0.21% hits; P35372+P41143; inhibition, % at 9.3 µM; cell-based MOR-DOR heterodimer luminescence, inverse agonism; in the data active = inhibition above about 22%, passing the limit was not always enough;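 also: 0% = cells with DMSO and 100% = wells without cells with DMSO; values of inactives mirror those of a sister screen read the other way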
# Ecoli viability: reduces bacterial viability in AddAB counter-screen; 330,000 compounds, 0.27% hits; E. coli V3065 growth, OD600 absorbance, 18 h; inhibition, % at 11.9 µM;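 active = inhibition above the campaign's mean inhibition across all tested compounds plus 3 SD, cut at about 9.9% in these data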;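 also: uninfected addAB+ strain grown without phage in ampicillin broth; 0% = DMSO wells and 100% = ciprofloxacin 0.95 µg/ml wells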
# DSG3 Ab inh: inhibitors of pemphigus antibody binding to human desmoglein-3; DSG3-coupled beads, scFv-anti-DSG3-GFP binding, flow cytometry; hits give low values; binding (percent of control), % at 10 µM; 310,000 compounds, 0.48% hits;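 active = binding more than 3 SD below its plate's average and above zero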;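 also: hits lower antibody fragment binding to DSG3; some compounds called inactive have numbers as strong as hits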
# AddAB inh: less growth of phage-infected E. coli with AddAB; E. coli expressing H. pylori AddAB, absorbance growth; inhibition, % at 11.9 µM; 330,000 compounds, 0.29% hits; AID 435030; in the data active = inhibition above about 12%;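 also: 0% = vehicle wells of infected cells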
# HTR5A inv ag: HTR5A inverse agonism, opioid heterodimer counter-screen | P47898 | HTR5A cell line, luminescence | inhibition, % at 9.3 µM | 340,000 compounds, 0.083% hits | AID 504634; in the data active = inhibition mostly above about 23%, no sharp cut-off; inactive = mostly below about 18%;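 also: 0% = cells with DMSO and 100% = no-cell wells with DMSO; some compounds called inactive have numbers as strong as hits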
# PfHsp90 set2: growth inhibition of yeast expressing Plasmodium Hsp90; 310,000 compounds, 0.32% hits; S. cerevisiae expressing PfHsp90, BacTiter-Glo ATP, 48 h; yeast lacking PDR1 and PDR3 efflux regulators; inhibition, % at 9.4 µM; AID 504621;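 active = every replicate shows inhibition above about 80%, whatever the replicate mean, limit read from the data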;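 also: 0% = DMSO neutral controls and 100% = 20 µM radicicol positive controls; yeast relying on Plasmodium falciparum Hsp90 in place of its own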
# phage Ecoli inh: E. coli growth loss with phage present | growth absorbance | AID 651602 | inhibition, % at 11.9 µM | 360,000 compounds, 0.26% hits; in the data active = inhibition above about 11%
# MOR-DOR ag: agonists of human mu-delta opioid receptor heterodimerization; P35372+P41143; cells, OPRM1-OPRD1 heterodimerization, luminescence; activation, % at 9.3 µM; 340,000 compounds, 0.3% hits; AID 504326; in the data active = activation above about 18%;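 also: 0% = vehicle-treated cells and 100% = reference agonist; values of inactives mirror those of a sister screen read the other way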
# Mot1-301 SUMO: inhibitors of SUMOylation pathway: yeast Mot1-301 growth rescue; S. cerevisiae Mot1-301 growth rescue, ATP luminescence, 38.5C; percent above DMSO median, 100 means doubled; growth rescue, % at 18.8 µM; AID 2716; 320,000 compounds, 1% hits;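 active = every valid replicate shows activation above 250% relative to neutral control wells; inactive = the rest, any valid replicate at or below 250%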;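 also: OY570 slx delta 5 strain wells were the positive control but not used for scaling; some compounds called inactive have numbers as strong as hits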
# PKA-R1A activ: activators of PKA-R1A complex; P00514+P68181; activation, % at 11.4 µM; 340,000 compounds, 0.083% hits; PKA-R1A dissociation, Cy5-IP20 fluorescence polarization; scaled: DMSO 0%, 113 µM cGMP 100%; AID 504707;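 active = percent activation above the mean of all tested compounds plus 3 SD, cut at about 19% in these data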;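 also: higher means more PKAc released from R1A so a rise in polarization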
# Active calls of the source: *; . = not tested or not shown.
SMILES,HTR5A ag ctr,OPRM1-OPRD1 inv,Ecoli viability,DSG3 Ab inh,AddAB inh,HTR5A inv ag,PfHsp90 set2,phage Ecoli inh,MOR-DOR ag,Mot1-301 SUMO,PKA-R1A activ
COC(=O)CCc1cccc(CCC(=O)OC)c1,-4,9,-0.3,103,5.0,-6,-16,1.4,-1.6,-26,5
Cc1[nH]n(-c2ccccc2)c(=O)c1N=Nc1cccc(Cl)c1,-2,8,-1.2,97,7.2,6,15,2.6,-1.7,-10,3
Cc1cc(NC(=O)C(C)SCC(=O)Nc2ccccc2N2CCCC2)no1 (centres undefined),0,4,-0.8,109,0.9,0,2,2.4,-0.7,-4,3
Cc1cc(C)cc(N(CC(=O)NC2CCCCC2)C(=O)c2ccc(C)s2)c1,3,3,-0.7,106,-0.4,-7,-24,-0.3,-0.5,-7,2
CCCc1c(C)c2ccc(OCC(C)=O)cc2oc1=O,6,15,-1.6,105,3.0,10,10,2.6,-3.6,718,6
CCOC(=O)NCc1ccc(CNC(=O)OCC)cc1,8,16,0.1,108,-2.3,-21,6,1.9,-2.8,1,7
CN1CC(c2ccccc2)C(c2ccc(Cl)cc2)=N1 (centres undefined),-2,-30,2.2,103,5.6,4,-7,3.1,4.8,277,0
CSc1nnc(-c2cccc(NC(=S)NN)c2)o1,10,-32,0.2,109,5.5,9,-1,5.3,4.7,-3,1
COc1ccccc1C(=O)Nc1onc(C)c1C#N,4,5,1.2,93,1.8,25,-11,1.6,-1.0,-12,1
CCN1C(=O)N(C(C)=O)C2C1N(C(C)=O)C(=O)N2C(C)=O (centres undefined),1,16,-2.6,98,1.7,4,-21,4.6,-3.2,187,-1
COc1cccc(/C=N/n2c(C)nc3ccccc32)c1OC,0,0,0.7,.,0.0,0,3,0.5,0.0,106,0
CC(C)COC(=O)N1CC(O)CC1C(=O)Nc1ccc2c(c1)OCO2 (centres undefined),-5,-3,-1.7,103,0.8,16,-16,0.0,0.7,-2,3
Cc1ccc(-c2cccc(NC(=O)C3C(C(=O)O)[C@@H]4C=C[C@H]3C4)c2)o1 (some centres undefined),-2,7,-3.3,76,-0.3,6,-11,3.7,-1.2,111,-10
Cc1ccc(CC(=O)NCC(O)c2ccccc2)cc1 (centres undefined),8,3,-3.1,120,1.4,-15,-6,3.3,-0.4,0,7
COc1cc(C(=S)N2CCOCC2)ccc1OC(=O)Cc1ccc(F)cc1,0,11,-0.9,88,1.6,8,22,2.5,-2.1,-1,8
Cc1ccc(-c2oc3ccccc3c(=O)c2OCC(=O)O)cc1,-4,7,-0.6,96,1.3,24,-6,1.1,-1.3,-5,2
CCN(CC)C(=O)/C(NC(=O)c1ccccc1)=C(/Sc1ncccn1)c1ccccc1,1,9,-0.7,99,2.4,-2,-4,2.5,-1.7,-9,-12
CCCCCNC(=O)C(C)Sc1ccc(Cl)cc1 (centres undefined),-4,7,2.3,99,0.8,-17,.,-0.1,-1.2,554,0
Cc1cc(C)n(C(=O)c2ccc(Cl)c(F)c2F)n1,4,1,1.0,102,0.9,7,12,3.2,-0.1,-5,-19
COc1ccc(C(=O)Nc2nnc(SCC(=O)NCc3ccco3)s2)c(OC)c1,-2,9,0.2,103,-0.9,-3,0,1.6,-1.3,-5,-5
CCSc1nnc(NC(=O)c2csc3c2CCCC3)s1,-3,-53,-2.6,101,1.6,26,-3,2.3,10,-7,-4
CC(=O)c1c(C)[nH]c(C(=O)Nc2ccc3c(c2)OCCO3)c1C,2,8,1.3,95,-3.1,23,-5,1.3,-1.3,9,-1
Cn1cnnc1SCC(=O)Nc1ccc(N2CCCCC2)cc1,-2,17,-3.5,117,0.1,8,-3,1.7,-4.3,2,6
CCCCCCNC(=O)CCCCCNS(=O)(=O)c1ccc(OC)cc1,4,11,0.3,97,2.4,-17,11,1.9,-2.0,42,-17
CC(NC(N)=O)C12CC3CC(CC(C3)C1)C2 (centres undefined),0,-8,0.6,.,1.3,-1,.,2.1,1.5,1,-5
Cc1cc(NC(=O)CCC(=O)N(c2ccc(C)c(F)c2)C(C(=O)NC2CCCC2)c2ccco2)no1 (centres undefined),3,-10,0.8,.,3.2,-9,-72,0.6,1.4,-5,-4
O=C(CCN1C(=O)C2CCCCC2C1=O)Nc1nc(-c2ccc(F)c(F)c2)cs1 (centres undefined),5,3,-0.8,106,-2.1,24,-8,2.2,-0.6,87,-8
Nc1nc2ccccc2n1CCOc1ccccc1Cl,3,0,4.2,102,11,-10,2,8.3,0.0,3,-4
Cc1ccc(CNC(=O)CCCCCNC(=O)N2CCn3c2nc2ccccc23)cc1,.,.,-2.1,102,1.1,.,0,1.2,.,2,6
O=[N+]([O-])c1cccc(Cn2cnc3c(=S)nc[nH]c32)c1,2,24,.,97,.,-7,.,3.2,-4.5,.,11
N#C/C(=C/c1ccc(N2CCCCCC2)o1)c1ccc(Cl)cc1,9,0,1.1,202,2.4,-21,104*,.,0.0,-27,-4
CCN(C(=S)Nc1cc(S(=O)(=O)N2CCOCC2)ccc1Cl)c1cccc2ccccc12,-5,-11,-4.1,102,-2.4,17,-3,-3.1,2.2,13,8
CNC(=O)C1CC(=O)N(Cc2ccc(OC)c(OC)c2)C(=Nc2ccc(OC)cc2)S1 (centres undefined),1,12,2.3,103,3.7,-3,-16,0.7,-2.2,9,10
Cc1cccc(NC(=O)C2C(c3ccccc3)C2(Cl)Cl)c1 (centres undefined),2,-54,2.0,97,2.1,-24,2,3.5,10,.,-6
Cc1nnc(-c2cccc(C(F)(F)F)c2)nc1N1CCOCC1,-5,0,-0.7,107,3.1,-9,-18,3.6,0.0,25,6
CC(C)C(c1nnnn1Cc1ccc2c(c1)OCO2)N1CCN(c2ccccc2)CC1 (centres undefined),2,1,-0.3,101,-0.5,1,-4,-5.5,-0.1,1,2
CCN(CC)CCNC(=O)C1c2cc(OC)c(OC)cc2C(=O)N(C)C1c1cccs1 (centres undefined),0,2,0.2,120,-0.3,0,.,-2.6,-0.5,12,1
CC1=CCn2c(=O)c3ccccc3c(=O)n2C1,1,1,-1.1,93,0.2,-4,2,3.3,-0.1,39,-7
CS(=O)(=O)N(Cc1ccc(F)cc1)Cc1nc2ccccc2c(=O)[nH]1,-3,3,-2.1,102,1.0,-40,10,2.6,-0.5,-4,1
Cc1noc(C(=O)Nc2ccc(C#N)cc2)c1Cl,-2,8,.,107,.,6,-41,4.9,-1.8,14,16
O=C(O)CC1(CC(=O)Nc2ccc3ccccc3c2)CCCCC1,-5,11,3.6,102,2.1,16,-13,0.8,-2.1,-14,2
NS(=O)(=O)c1ccc(CCNc2ccnc3cc(Cl)ccc23)cc1,-4,8,1.3,115,1.1,12,-14,-3.0,-1.4,5,-1
O=C(CNC(=O)c1ccccc1F)OCn1nnc2ccccc2c1=O,6,-3,-1.3,.,-0.4,-18,22,1.9,0.7,3,2
O=C(NNC(=O)c1ccc(Br)o1)c1ccc(NC(=O)c2ccccc2)cc1,-6,4,3.8,99,-1.4,16,-23,4.7,-0.7,11,-1
Cc1cc(NC(=O)CSc2nnc(CNC(=O)c3ccccc3)o2)no1,-9,16,1.0,112,0.9,21,-3,0.5,-3.2,-24,-5
Cc1cccnc1NC(=S)Nc1ccc(Cl)c(Cl)c1,0,7,-0.8,102,2.2,-1,-12,0.1,-1.4,73,-2
COCCn1c(SC2CCCCC2=O)nnc1-c1ccncc1 (centres undefined),1,8,-3.2,103,3.2,-3,-31,2.0,-1.5,4,-12
OC1COCOC1C(O)C1OCOCC1O (centres undefined),2,16,.,115,.,-9,5,4.2,-3.2,.,-1
COc1cccc(/C=N/NC(=O)c2ccccc2NC(=O)c2ccco2)c1OC,0,-8,0.7,.,0.3,17,16,-0.2,1.6,0,-5
O=C(c1ccc2c3n(nc2c1)-c1ccc(Cl)cc1CO3)N1CCOCC1,-2,13,-0.2,96,2.8,6,-5,2.7,-2.3,-13,-3
O=C(NC(=S)Nc1ccccc1)c1csnn1,-7,17,0.6,124,-0.5,-10,6,0.6,-3.7,8,10
CCN(CCc1ccccc1)c1ccc2c(c1)C1CC2CCN1C(=O)OCc1ccccc1 (centres undefined),1,4,.,88,.,-4,0,-0.2,-0.8,.,5
O=C(COC(=O)CNS(=O)(=O)c1cc(C(F)(F)F)ccc1Cl)NC1CC1,-3,14,-0.6,102,2.2,10,4,0.1,-2.6,131,2
N=C1/C(=C\c2ccc(OC(=O)c3ccc(F)cc3)cc2)C(=O)N=C2SC(N3CCOCC3)=NN12,-3,13,-0.8,.,1.9,8,-9,-1.0,-2.5,-15,1
O=C(Nc1ccccc1)/C(=C\c1ccccc1)NC(=O)c1ccco1,.,.,0.5,103,1.1,.,.,3.0,.,-6,.
CCCCN(C(=O)c1ccc(-n2nc(C)cc2C)cc1)c1c(N)n(CCC)c(=O)[nH]c1=O,2,8,.,101,.,0,9,2.2,-1.3,.,1
CC1(C)CC(=O)C(C=NCCN2CCN(C3CC(=O)N(c4ccc(Br)cc4)C3=O)CC2)=C(O)C1 (centres undefined),.,.,1.2,.,1.5,.,0,3.4,.,-16,.
Cc1cc(C(=O)N2CCC(Cc3ccccc3)CC2)no1,4,22,1.2,97,3.3,-11,-7,-0.9,-4.4,8,-11

# Filtered by structure: the entries above containing a CF3 group.
SMILES,HTR5A ag ctr,OPRM1-OPRD1 inv,Ecoli viability,DSG3 Ab inh,AddAB inh,HTR5A inv ag,PfHsp90 set2,phage Ecoli inh,MOR-DOR ag,Mot1-301 SUMO,PKA-R1A activ
Cc1nnc(-c2cccc(C(F)(F)F)c2)nc1N1CCOCC1,-5,0,-0.7,107,3.1,-9,-18,3.6,0.0,25,6
O=C(COC(=O)CNS(=O)(=O)c1cc(C(F)(F)F)ccc1Cl)NC1CC1,-3,14,-0.6,102,2.2,10,4,0.1,-2.6,131,2

# Some of the entries so far, as tab-separated lines.
Compound	HTR5A ag ctr	OPRM1-OPRD1 inv	Ecoli viability	DSG3 Ab inh	AddAB inh	HTR5A inv ag	PfHsp90 set2	phage Ecoli inh	MOR-DOR ag	Mot1-301 SUMO	PKA-R1A activ
O=C(c1ccc2c3n(nc2c1)-c1ccc(Cl)cc1CO3)N1CCOCC1	-2	13	-0.2	96	2.8	6	-5	2.7	-2.3	-13	-3
CC1(C)CC(=O)C(C=NCCN2CCN(C3CC(=O)N(c4ccc(Br)cc4)C3=O)CC2)=C(O)C1 (centres undefined)	.	.	1.2	.	1.5	.	0	3.4	.	-16	.
CCN(CCc1ccccc1)c1ccc2c(c1)C1CC2CCN1C(=O)OCc1ccccc1 (centres undefined)	1	4	.	88	.	-4	0	-0.2	-0.8	.	5
COc1cccc(/C=N/NC(=O)c2ccccc2NC(=O)c2ccco2)c1OC	0	-8	0.7	.	0.3	17	16	-0.2	1.6	0	-5

# Screens: PubChem, several laboratories
